Assay outcomes deposited in PubChem by several laboratories.
bIAP activator: bovine intestinal alkaline phosphatase activators, primary screen, biochemical, bovine IAP, CDP-star luminescence | alkaline phosphatase, intestinal [Bos taurus] | purified bovine IAP, 30 min; active compounds read high; fold of DMSO-control signal, blank-subtracted | activation factor at 20 µM | actives 0.17% (n = 200,000) | AID 1016, 2008;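 active = activation factor of 2 or more at 20 µM, a signal rise over negative controls twice the positive control's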
PPARg SRC3 recr: PPARgamma agonists recruiting SRC-3 coactivator, primary screen, biochemical. Peroxisome proliferator-activated receptor gamma (Homo sapiens), P37231. biochemical PPARgamma/SRC-3 coactivator recruitment assay. activation, % at 8 µM. actives 0.26% (n = 200,000); in the data active = activation above about 23%;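 note: 0% = DMSO and 100% = reference agonist; some compounds past the cut are filed as inactive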
Target sequence (P37231 whole entry, looked up): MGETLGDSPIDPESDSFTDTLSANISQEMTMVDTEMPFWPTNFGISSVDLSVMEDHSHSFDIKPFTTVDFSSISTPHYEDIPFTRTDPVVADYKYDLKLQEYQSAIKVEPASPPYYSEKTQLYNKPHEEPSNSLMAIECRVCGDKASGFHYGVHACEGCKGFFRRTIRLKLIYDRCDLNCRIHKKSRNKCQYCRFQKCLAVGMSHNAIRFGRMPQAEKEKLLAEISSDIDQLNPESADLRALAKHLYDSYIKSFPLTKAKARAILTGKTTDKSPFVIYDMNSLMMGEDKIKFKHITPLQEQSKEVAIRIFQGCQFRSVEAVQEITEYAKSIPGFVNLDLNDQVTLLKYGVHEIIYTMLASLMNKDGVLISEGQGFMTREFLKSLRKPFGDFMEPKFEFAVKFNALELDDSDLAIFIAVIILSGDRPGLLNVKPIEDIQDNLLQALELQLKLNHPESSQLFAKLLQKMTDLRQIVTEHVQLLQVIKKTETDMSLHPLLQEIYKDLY
bIAP inh: bovine intestinal alkaline phosphatase inhibitors, primary screen, selectivity assay for TNAP inhibitor project, biochemical, bovine IAP, CDP-star luminescence | alkaline phosphatase, intestinal [Bos taurus] | purified bovine IAP, 30 min | inhibition, % at 20 µM | 190,000 tested, under 10 active | AID 1019, 2008;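 active = over 50% inhibition of intestinal alkaline phosphatase at 20 µM in the single-dose screen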
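System: purified bovine intestinal alkaline phosphatase (IAP) enzyme; Input: IAP diluted 1/65,000,000 in the well; Measured by: CDP-star luminescence signal; Compound dosing: 20 µM single dose; Incubation: 30 min reaction at room temperature.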
TNAP inh hiacc: human TNAP enzyme inhibitors, primary screen, biochemical, luminescent, high phosphate acceptor level, uHTS; Alkaline phosphatase, tissue-nonspecific isozyme (Homo sapiens), P05186; purified TNAP, CDP-star luminescence, 1 M DEA; inhibition, % at 20 µM; actives 0.03% (n = 200,000); AID 1135, 2008;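 active = over 50% inhibition of tissue-nonspecific alkaline phosphatase at 20 µM in the single-dose screen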;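 note: plate controls were DMSO wells for no effect and EDTA-quenched wells as full inhibition for full effect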
Target sequence (P05186 whole entry, looked up): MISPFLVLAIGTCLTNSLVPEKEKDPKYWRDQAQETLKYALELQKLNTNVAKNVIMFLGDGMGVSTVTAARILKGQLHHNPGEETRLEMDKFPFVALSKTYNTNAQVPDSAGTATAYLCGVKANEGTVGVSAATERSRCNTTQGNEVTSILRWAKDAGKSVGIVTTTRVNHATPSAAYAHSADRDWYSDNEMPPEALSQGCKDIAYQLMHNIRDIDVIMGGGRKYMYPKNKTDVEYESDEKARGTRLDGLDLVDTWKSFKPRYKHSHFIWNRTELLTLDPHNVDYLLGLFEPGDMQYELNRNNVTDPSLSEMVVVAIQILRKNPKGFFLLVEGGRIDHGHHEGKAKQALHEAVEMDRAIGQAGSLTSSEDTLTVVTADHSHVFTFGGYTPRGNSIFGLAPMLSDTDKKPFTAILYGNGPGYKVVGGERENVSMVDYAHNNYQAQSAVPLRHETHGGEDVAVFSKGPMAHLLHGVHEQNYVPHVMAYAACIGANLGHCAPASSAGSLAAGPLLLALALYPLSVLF
TNAP inh no acc: human TNAP enzyme inhibitors, primary screen, biochemical, luminescent, no phosphate acceptor, uHTS | Alkaline phosphatase, tissue-nonspecific isozyme (Homo sapiens), P05186 | purified TNAP, CDP-star luminescence, 30 min | inhibition, % at 20 µM | actives 0.26% (n = 200,000);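 active = tissue-nonspecific alkaline phosphatase inhibition above about 50% at 20 µM in the single-dose screen, limit read from the data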;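 note: 0% = DMSO negative control and 100% = EDTA positive control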
SRC2 TRFRET art: TR-FRET signal artefacts, primary screen, artefact control for PPARgamma SRC-2 agonist project, biochemical; TR-FRET ratio at 8 µM; actives 0.4% (n = 200,000); TR-FRET artefact counter-screen; active compounds read high; in the data active = TR-FRET ratio above about 2000; note: inactives centre near 1500
HMGR II inh: inhibitors of E. faecalis class II HMGR, primary screen, biochemical, Enterococcus faecalis. inhibition, % at 10 µM. actives 0.41% (n = 190,000). HMG-CoA reductase (Enterococcus faecalis, mvaE). purified E. faecalis HMGR, NADPH absorbance 340 nm kinetic;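 active = inhibition above a set limit, the median over all tested compounds plus 3 SD, cut at about 9.5% in these data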;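 note: enzyme runs in reverse so mevalonate oxidation gives rising NADPH absorbance; 0% = complete reaction with DMSO and 100% = background rate lacking mevalonate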
PPARg SRC2 recr: agonists of PPARg-SRC-2 recruitment, primary screen, biochemical, HTS. activation, % at 8 µM. actives 0.34% (n = 200,000). PPARgamma LBD-SRC-2 recruitment. Peroxisome proliferator-activated receptor gamma (Homo sapiens), P37231; in the data active = activation above about 22%;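 note: 0% = vehicle and 100% = reference agonist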
PPARg SRC-1 ag: PPARgamma agonists recruiting SRC-1 coactivator, primary screen, biochemical; activation, % at 8 µM; actives 0.41% (n = 200,000); PPARgamma-SRC-1 coactivator recruitment biochemical assay; in the data active = activation above about 19%;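 note: 0% = DMSO and 100% = reference agonist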
TNAP act hi DEA: TNAP activators at high phosphate acceptor level, primary screen, biochemical, luminescence, uHTS | activation factor at 20 µM | 200,000 tested, under 10 active | AID 1136, 2008 | purified TNAP, CDP-star luminescence, 1 M DEA, 30 min; active compounds read high; 0 = EDTA background, 1 = DMSO-only activity;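 active = activation factor at least 2 at 20 µM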
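Measured by: Luminescent substrate turnover signal | Test system: Human TNAP | Input: TNAP 1/800 final | Dosing: 20 µM single point | Schedule: 30 min, room temperature | Controls: EDTA wells as negative control, DMSO wells as positive control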
* marks the source's active call; other numbers are inactive results.

SMILES	bIAP activator	PPARg SRC3 recr	bIAP inh	TNAP inh hiacc	TNAP inh no acc	SRC2 TRFRET art	HMGR II inh	PPARg SRC2 recr	PPARg SRC-1 ag	TNAP act hi DEA
O=C(NC1CCCCC1)C(c1ccc(F)cc1)N(Cc1ccco1)C(=O)CN1C(=O)c2ccccc2S1(=O)=O (stereo not given)	1.3	-1.0	-28.3	-0.9	-2.5	1491	0.0	-10.0	-6.6	1
Cc1c(NC(=O)/C=C/c2cn(-c3ccccc3)nc2-c2ccccc2)c(=O)n(-c2ccccc2)n1C	1	-1.2	1.3	-7.2	-13.0	1680	-1.4	2.6	-5.5	1.1
CCOC(=O)c1cnc(SC)nc1Nc1cccc2ccccc12	1	-3.8	3.1	2.1	2.7	1516	-1.0	1.9	-4.5	1
O=C(Nc1ccccc1-c1nc2ccccc2s1)C1=COCCO1	0.7	-0.2	25.1	-7.4	-18.3	1824	-1.6	5.6	4.7	1.1
COc1ccc(-c2cc(C(F)(F)F)n3nc(N)nc3n2)cc1	1	6.7	4.1	7.4	-13.7	1624	-3.4	4.0	4.4	0.9
CCOC(=O)Cn1c(-c2ccccc2)nc2ccccc2c1=O	1	-1.4	4.7	-1.7	-7.4	1374	-3.0	2.3	0.9	1
O=C(O)CS(=O)CC(=O)NCc1cccc(C(F)(F)F)c1 (stereo not given)	1	0.7	-3.7	-2.8	-3.0	1551	-1.1	-3.7	-3.7	1
COC(=O)c1ccc(=O)n(CC(=O)c2ccc(Cl)cc2)c1	1	1.5	-2.7	-0.8	-3.8	1563	-1.1	-0.3	1.1	1
O=C(Cn1ccc([N+](=O)[O-])n1)N1CCCCCC1	1.2	-4.5	-24.1	-6.8	-14.5	1513	-2.7	0.2	2.1	1.1
CC1Cc2ccccc2N1C(=O)Cn1nnc(-c2ccccc2NC(=O)C2CCC2)n1 (stereo not given)	0.9	3.4	5.2	-6.4	-9.3	1631	0.9	0.5	0.7	1.1
COc1ccc(CNc2ccc3c(c2)nc(C)n3C)cc1	1	8.4	0.4	-4.7	12.9	1695	-0.9	4.7	4.9	1
CC[C@H](C)[C@@H](C(=O)N1CCNCC1)n1cc([C@@H](N)CO)nn1	1	-1.4	4.1	-7.1	-11.0	1429	-0.7	0.2	-1.2	1.1
Cc1ccccc1-n1c(=O)cc(N2CC(C)OC(C)C2)[nH]c1=O (stereo not given)	1	5.3	4.2	-0.5	-3.1	1773	-0.4	4.4	5.7	1
CCN(CC(=O)Nc1sc2c(c1C#N)CCCC2)Cc1nc2ccccc2c(=O)[nH]1	1.3	4.7	-28.5	-6.0	-113.3	1373	-1.5	2.4	7.0	1.1
COc1cc(/C=N/Nc2ccccn2)ccc1OCC(C)C	1	2.6	4.6	-4.6	-0.5	1448	-1.0	-5.0	1.4	1
O=C(c1ccc(Cl)cc1)c1ccccc1C(=O)N1CCOCC1	1.1	-7.9	-12.7	-6.0	3.6	1505	-8.1	-0.2	-4.3	1.1
Cc1cccnc1NC(=O)C12CCC(C)(C(=O)O1)C2(C)C (stereo not given)	1.1	8.2	-8.7	1.4	-3.6	1442	-0.8	-6.3	-0.2	1
C=C(C)Cn1c(=O)c(NC(=O)c2ccccc2)c2n(c1=S)CCC2	0.9	8.1	7.1	-3.8	-10.4	1513	-8.1	2.0	3.6	1
O=C(NC(=O)N1CCN(c2cccc(Cl)c2)CC1)c1ccccc1	1	-0.4	0.6	-8.2	1.8	1559	-3.6	3.4	6.8	1.1
CCOC(=O)C1CCN(C(=O)Cn2cc(C(=O)C3CC3)c3ccccc32)CC1	1	-5.7	1.9	-3.7	-9.0	1557	-4.2	-0.8	-2.2	1
CCc1nnc(NC(=O)CSc2nnc(CCc3nc4ccccc4[nH]3)n2C)s1	1.1	1.8	-5.9	-1.1	-10.3	1344	-0.6	-8.3	1.6	1
O=c1[nH]c(-c2ccc(Cl)cc2)cs1	0.9	-1.8	9.0	-2.1	-11.8	1648	-9.5	-4.5	1.4	1
CCOc1ccc(NC(=O)Nc2cc(C)ccc2F)cc1	0.9	-5.2	11.4	-0.9	-1.3	1624	-4.3	10.0	2.0	1
COC(=O)[C@@H](NC(=O)/C=C/c1ccc(OC)cc1)C(C)C	0.9	1.6	8.4	-4.0	-8.4	1468	3.9	-2.6	-1.0	1
COc1ccc(C(C)C)cc1S(=O)(=O)NCc1ccccn1	0.9	1.1	9.3	-4.6	-10.5	1796	0.0	-3.6	1.2	1
COc1ccccc1Nc1nc(N)nc(CSc2ncccn2)n1	0.9	5.6	11.1	-6.8	-15.4	1351	0.0	4.0	-1.8	1.1
O=C(Cn1nc(-c2ccccc2)c2ccccc2c1=O)Nc1ccccn1	0.9	-9.1	10.8	-3.5	-7.0	1412	-3.0	-1.1	4.3	1
CCCCC(=O)NCc1ccc(F)cc1	0.9	4.9	14.7	-5.4	-20.3	1563	-5.3	9.9	10.3	1.1
COCCCN1C(=O)c2ccc(C(=O)Nc3cccc(OC)c3)cc2C1=O	1.1	-2.9	-5.2	-3.3	-8.8	1471	2.8	2.1	1.2	1
Cc1ccccc1C(=O)NC(=S)NC1CCSC1=O (stereo not given)	0.7	0.2	32.6	8.6	-7.1	1596	-11.2	-8.1	-7.0	0.9
COc1ccc(S(=O)(=O)Cc2ccc(C(=O)N3CCN(c4cc(Cl)ccc4C)CC3)o2)cc1	1	0.6	3.6	-8.5	4.4	1698	1.8	-1.1	3.2	1.1
O=C1NC(c2ccncc2)C(C(=O)c2cccs2)C(O)(C(F)(F)F)N1 (stereo not given)	0.9	-5.8	9.2	-0.9	-7.7	1405	-4.1	-6.7	-1.9	1
C=CCN(c1ccccc1)S(=O)(=O)c1cccc(C(=O)OCC(=O)NC2CC2)c1	1.1	-2.8	-14.0	2.1	1.1	1593	-10.1	-7.6	-4.0	1
Cn1nnnc1Sc1ccc([N+](=O)[O-])cc1Cl	1.1	-0.7	-6.7	-4.5	-7.6	1680	-5.7	-9.9	-0.1	1
CC(C(=O)N1CCc2ccccc21)N1CCN(c2ccccn2)CC1 (stereo not given)	1	-4.5	0.6	-0.1	-11.7	1626	-0.8	0.8	-4.7	1
Cc1ccc(N2C(=O)C(NC(=O)c3c(F)cccc3F)(C(F)(F)F)C3=C2CC(C)(C)CC3=O)cc1 (stereo not given)	1	-0.1	-0.6	-3.5	-4.1	1462	1.2	4.8	-4.5	1
Cc1ccccc1NC(=O)CSc1nnc(Cc2ccccc2)o1	0.9	1.9	10.2	-2.0	-20.2	1500	3.4	-5.2	-2.1	1
O=C(O)c1cc(-c2ccc(N3CCOCC3)cc2)nn1-c1ccccc1Cl	1	2.3	-0.5	-2.3	-8.9	1409	20.8*	-5.7	-0.9	1
C[C@H](NS(=O)(=O)c1ccccc1F)C(=O)OCC(=O)N1CCc2ccccc21	0.9	0.3	8.9	4.8	-10.5	1383	-5.8	1.8	-1.4	1
COc1cc(NC(=O)C2CCCCC2)c2ncccc2c1	0.8	0.8	15.9	-8.4	-16.0	1664	-6.8	2.4	3.0	1.1
O=C(Cn1c(=O)n(CC2CCCO2)c(=O)c2ccccc21)c1ccc(Cl)c(Cl)c1 (stereo not given)	0.9	10.4	7.8	-2.8	-4.2	1565	1.8	6.6	1.4	1
COc1ccc(SCc2noc(C(=O)NCC3CCCO3)c2C(=O)O)cc1 (stereo not given)	1	2.6	-3.9	-5.2	-13.2	1606	1.1	5.9	0.0	1.1
N#CCCCn1c(=O)oc2ccccc21	0.9	0.6	5.2	-4.4	-11.1	1443	14.9*	-1.1	-3.1	1
Cc1cc(C)c(C(CC(=O)c2cccs2)C(C#N)C#N)c(C)c1 (stereo not given)	0.9	1.7	9.0	-2.9	-7.5	1627	4.0	-2.3	-4.8	1
COc1ccccc1NS(=O)(=O)c1ccc2oc(SC3CCOC3=O)nc2c1 (stereo not given)	1	-7.9	-2.0	0.8	-4.9	1569	-5.5	-3.9	6.0	1
CC1(C)Cc2c(ccc3ccccc23)C(c2cc3ccccc3oc2=O)=N1	1	16.8	1.8	1.7	-2.7	1664	-5.2	10.2	7.3	1
CC12CCC(C/C1=N\OC(=O)c1ccc(F)cc1)C2(C)C (stereo not given)	0.9	1.6	9.9	-2.6	-11.9	1495	1.8	-5.2	-3.6	1
COc1ccc(N2CCN(c3nc(Cl)nc(N4CCOCC4)n3)CC2)cc1	0.5	-3.8	46.0	-4.1	-4.7	1546	-0.8	7.8	2.1	1
Cc1cc(C)nc(Nc2n[nH]c(-c3ccccc3Cl)n2)n1	1.3	-0.9	-28.1	-3.2	-133.5	1607	-2.8	-3.1	0.3	1
Cc1ccc(C)c2nc(Cl)c(C3NC(=O)c4ccccc4N3)cc12 (stereo not given)	1.2	2.6	-17.0	-2.9	-4.8	1518	-3.9	-5.1	-6.8	1

Part of the list above, reformatted:
| SMILES | bIAP activator | PPARg SRC3 recr | bIAP inh | TNAP inh hiacc | TNAP inh no acc | SRC2 TRFRET art | HMGR II inh | PPARg SRC2 recr | PPARg SRC-1 ag | TNAP act hi DEA |
| --- | --- | --- | --- | --- | --- | --- | --- | --- | --- | --- |
| O=C(Cn1ccc([N+](=O)[O-])n1)N1CCCCCC1 | 1.2 | -4.5 | -24.1 | -6.8 | -14.5 | 1513 | -2.7 | 0.2 | 2.1 | 1.1 |
| CC1Cc2ccccc2N1C(=O)Cn1nnc(-c2ccccc2NC(=O)C2CCC2)n1 (stereo not given) | 0.9 | 3.4 | 5.2 | -6.4 | -9.3 | 1631 | 0.9 | 0.5 | 0.7 | 1.1 |
| COc1ccc(CNc2ccc3c(c2)nc(C)n3C)cc1 | 1 | 8.4 | 0.4 | -4.7 | 12.9 | 1695 | -0.9 | 4.7 | 4.9 | 1 |
| CC[C@H](C)[C@@H](C(=O)N1CCNCC1)n1cc([C@@H](N)CO)nn1 | 1 | -1.4 | 4.1 | -7.1 | -11.0 | 1429 | -0.7 | 0.2 | -1.2 | 1.1 |
| Cc1ccccc1-n1c(=O)cc(N2CC(C)OC(C)C2)[nH]c1=O (stereo not given) | 1 | 5.3 | 4.2 | -0.5 | -3.1 | 1773 | -0.4 | 4.4 | 5.7 | 1 |

Later entries
SMILES	bIAP activator	PPARg SRC3 recr	bIAP inh	TNAP inh hiacc	TNAP inh no acc	SRC2 TRFRET art	HMGR II inh	PPARg SRC2 recr	PPARg SRC-1 ag	TNAP act hi DEA
CCOC(=O)C1(Cc2cccc(OC)c2)CCN(Cc2ccc3c(c2)OCCO3)CC1	1	4.5	4.5	-8.9	-8.3	1415	1.8	-4.2	0.0	1.1
Fc1ccc(NC(=S)NC2CC3CCC(C2)N3Cc2ccco2)cc1 (stereo not given)	0.9	1.5	11.2	-5.1	-6.6	1625	-1.7	5.6	-3.7	1.1
CN(C)/C=N/c1nccc(-c2cccs2)n1	1.1	5.9	-8.5	2.9	-0.4	1641	-10.2	-2.0	-4.2	1
CC(C)(C)c1csc(NC(=O)c2ccc3nccnc3c2)n1	0.9	9.2	8.0	-1.3	-7.2	1553	-2.0	-3.1	1.8	1
